DDE Tn6 FP inh: disrupts Tn6 cyclic peptide binding to fibrin D-Dimer-E complex; P02675; Fibrin DD(E) TRITC-Tn6 fluorescence polarization displacement; inhibition, % at 8.3 µM; 0.21% of 370,000 active; AID 720509;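 active = inhibition above a per-campaign cutoff: mean of compounds within control limits plus 3 SD, cut at about 15% in these data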;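 note: 0% = median of all compound wells on the plate and 100% = blocking peptide control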
Target sequence (P02675 whole entry, looked up): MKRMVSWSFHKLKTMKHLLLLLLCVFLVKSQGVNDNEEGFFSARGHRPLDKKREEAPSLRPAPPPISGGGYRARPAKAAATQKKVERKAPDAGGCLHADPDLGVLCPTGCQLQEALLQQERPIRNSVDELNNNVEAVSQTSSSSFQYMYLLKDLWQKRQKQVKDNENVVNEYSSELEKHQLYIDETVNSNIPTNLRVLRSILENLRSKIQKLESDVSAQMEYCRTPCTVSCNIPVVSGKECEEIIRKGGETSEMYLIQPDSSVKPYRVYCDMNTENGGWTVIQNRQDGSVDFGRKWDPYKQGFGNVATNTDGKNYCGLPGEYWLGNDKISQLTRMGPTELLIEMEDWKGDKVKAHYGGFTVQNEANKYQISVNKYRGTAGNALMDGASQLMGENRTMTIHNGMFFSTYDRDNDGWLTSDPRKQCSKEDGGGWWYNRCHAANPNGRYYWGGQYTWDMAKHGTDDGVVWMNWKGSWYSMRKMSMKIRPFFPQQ
TDP2 absorb: blocks human TDP2 phosphodiesterase activity; O95551; recombinant TDP2, T5PNP hydrolysis, p-nitrophenol absorbance 415 nm; inhibition, % at 12.8 µM; 0.34% of 370,000 active; AID 720702;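 active = inhibition above the mean of all tested compounds plus 3 SD, set per campaign, cut at about 25% in these data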;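 note: 0% = DMSO with enzyme and 100% = buffer with substrate but no TDP2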
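Assay system: recombinant human TDP2 / Reagent: T5PNP substrate at 5 mM, a TopII-DNA adduct mimic / Measured by: epi absorbance from released p-nitrophenol / Evaluation: % inhibition relative to enzyme-containing and enzyme-free wells / Control set: enzyme-free and DMSO wells / Replicates: each compound tested once, singlicate / Schedule: enzyme reaction with compound for 2 h at 37 °C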
SIAE primary: blocks human sialic acid acetylesterase | Q9HAT2 | SIAE FP-Rh probe binding, fluorescence polarization | inhibition, % at 9.66 µM | 0.69% of 370,000 active | AID 1053197;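 active = inhibition above a cutoff: mean of compounds within the control limits plus 3 SD of those, cut at about 17% in these data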;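 note: 0% = plate median of compound wells and 100% = probe without SIAE protein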
ARFGAP1 inh: inhibits rat ARF GTPase activating protein 1 | 0.26% of 360,000 active | Arfgap1-stimulated ARF1 GTP hydrolysis, GDP FP detection | inhibition, % at 16.5 µM | Q62848;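 active = inhibition above a per-plate limit, mean inhibition of low control wells plus 3 SD, cut at about 25% in these data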;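 note: 0% = DMSO wells with enzyme and 100% = wells lacking Arfgap1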
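material = rat Arfgap1 catalytic domain, aa 1-136 | also added = human ARF1(Δ1-17)-GTP substrate | compound dosing = one concentration, 16.5 µM, DMSO 1.26% | times = GTP hydrolysis reaction 2 h at 25 °C | measured by = FP, GDP Alexa 633 tracer displaced from anti-GDP antibody, 620/688 nm | evaluation = percent inhibition of Arfgap1-stimulated GTP hydrolysis | replication = single well per compound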
Tn7 DDE FP: inhibitors of Tn7 peptide binding to human fibrin DD(E); FP displacement of FITC-Tn7 peptide from fibrin DD(E); 0% = median of compound wells per plate; AID 720508; inhibition, % at 8.3 µM; 0.13% of 370,000 active; P02675;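 active = inhibition above the mean of compounds falling within the control limits plus 3 SD of them, cut at about 14% in these data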;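 note: 0% = plate median of compound wells and 100% = 10 µM Aha-Tn7 peptide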
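System: human fibrin DD(E); quantity: Fibrin-DD(E) at 2 µM final; also added: fluorescent Tn7 probe at 0.1 µM; compound dosing: single nominal test concentration of 8.3 µM per compound; schedule: 10 min preincubation, 3 h with tracer, room temperature; detection: fluorescence polarization of the labelled Tn7 tracer; repeats: one replicate per compound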
ASAP1 inh: blocks human ASAP1-stimulated Arf1 GTP hydrolysis. AID 624377. 0.19% of 360,000 active. Q9ULH1. inhibition, % at 16.5 µM. GDP FP detection; in the data active = inhibition above about 25%;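 note: 0% = vehicle with enzyme and substrate and 100% = no enzyme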
PLC-beta3 inh: blocks human PLC-beta3 enzyme activity. Q01970. AID 720704. 0.18% of 370,000 active. inhibition, % at 12.2 µM. Purified PLC-beta3, fluorogenic substrate, fluorescence; in the data active = inhibition above about 11%;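 note: 0% = median of compound wells on plate and 100% = full blocker control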
ADAM10 inh: inhibitors of human ADAM10; 0.62% of 370,000 active; recombinant ADAM10, EDANS/DABCYL FRET peptide cleavage, 3 h; AID 720582; inhibition, % at 7 µM; O14672;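 active = inhibition above a per-campaign cutoff equal to the mean of compounds falling between control-based bounds plus 3 SD, cut at about 20% in these data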;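 note: 0% = DMSO wells while the 100% control is not disclosed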
PLC-gamma1 inh: blocks human PLC-gamma1 enzyme activity | P19174 | purified PLC-gamma1, fluorogenic substrate, fluorescence | inhibition, % at 12.2 µM | 0.84% of 370,000 active; in the data active = inhibition above about 9.5%
ADAM17 inh: inhibitors of human ADAM17 | recombinant ADAM17, EDANS/DABCYL FRET peptide cleavage | inhibition, % at 6.95 µM | 0.83% of 370,000 active | AID 720648;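 active = inhibition above the mean of compounds lying between control limits plus 3 SD, set per campaign, cut at about 8.5% in these data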;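 note: 0% = DMSO-only wells as the low control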
Target sequence (P78536 215-824 limits assumed): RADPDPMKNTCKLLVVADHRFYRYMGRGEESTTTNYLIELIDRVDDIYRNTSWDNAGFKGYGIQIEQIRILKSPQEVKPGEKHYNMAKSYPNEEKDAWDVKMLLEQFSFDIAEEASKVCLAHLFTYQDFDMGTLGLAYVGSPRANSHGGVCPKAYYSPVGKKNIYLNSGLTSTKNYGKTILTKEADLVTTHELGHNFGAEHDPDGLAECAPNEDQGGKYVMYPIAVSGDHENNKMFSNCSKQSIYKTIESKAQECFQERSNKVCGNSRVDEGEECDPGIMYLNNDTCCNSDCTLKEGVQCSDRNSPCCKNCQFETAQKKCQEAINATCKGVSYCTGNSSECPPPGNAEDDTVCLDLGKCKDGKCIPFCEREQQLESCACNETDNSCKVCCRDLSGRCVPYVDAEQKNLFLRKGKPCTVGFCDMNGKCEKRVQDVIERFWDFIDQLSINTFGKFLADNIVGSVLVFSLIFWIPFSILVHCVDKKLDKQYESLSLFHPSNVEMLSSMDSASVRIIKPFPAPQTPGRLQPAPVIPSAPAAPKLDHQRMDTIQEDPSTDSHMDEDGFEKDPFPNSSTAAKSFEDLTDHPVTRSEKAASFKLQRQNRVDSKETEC
An asterisk follows results filed as active; x = not tested or not shown.

ARFGAP1 inh	Tn7 DDE FP	SIAE primary	PLC-beta3 inh	ADAM17 inh	TDP2 absorb	DDE Tn6 FP inh	PLC-gamma1 inh	ASAP1 inh	ADAM10 inh	canonical_smiles
-2	13	-1	-7	-1	8	8	0	-4	-9	CCc1nc(SCC(=O)Nc2nnc(C(C)C)s2)n[nH]1
-11	5	1	-17	-11	5	-3	-14	-3	-35	Cc1c(C(=O)NC(C)C)oc2c1-c1[nH]ncc1CC2
3	1	-6	-10	-14	1	-3	-6	11	-13	Nc1c(Cl)ncnc1NCc1cccnc1
2	1	6	7	0	5	-7	5	3	3	CCC[C@H](CN[C@@H](CNC)[C@H](C)O)NCCc1ccc(OC)cc1
-18	8	7	2	1	-5	-3	3	-6	0	Cn1c(C(=O)N2CCCC(C(=O)N3CCN(C(=O)c4ccco4)CC3)C2)cc2sccc21 (configuration not stated)
-2	0	0	3	5	-7	1	1	4	-3	COc1ccccc1CCn1cnc(-c2ccccc2OC)c1C(C)C
6	-7	1	-1	-1	4	-8	1	-10	-20	CCCCN1CC(N2CCN(Cc3cccc(C)c3)CC2)CS1(=O)=O (configuration not stated)
-1	-9	-3	-3	0	-2	0	3	10	5	CCN(Cc1ccc(NC(C)=O)cc1)CC1CCCN(CCc2cccc(F)c2)C1 (configuration not stated)
5	-6	-1	-7	-2	2	-15	-3	11	9	Cc1cc(C)nc(N(C#N)Cc2ccc(Cl)cc2)n1
8	-2	13	-7	0	2	3	0	12	-5	CCN(c1ccccc1)S(=O)(=O)c1ccc(C(=O)N(CCCN(C)C)c2nc3cc4c(cc3s2)OCO4)cc1
-8	-12	-3	-13	0	-20	2	-11	-2	-6	Cc1cc(/C=C2\C(=N)N3N=C(C(C)C)SC3=NC2=O)c(C)n1-c1ccccc1
5	9	2	-4	-2	11	-9	-4	-15	-1	COc1cccc(Nc2nnc(SCC(=O)N(CC(C)C)CC(C)C)s2)c1
7	2	-2	0	-3	1	9	2	-8	-4	Cc1ccc(CN2CCN(CC(=O)NCCCN3CCN(c4ccc(F)cc4)CC3)C2=O)cc1
4	2	0	-2	-4	-13	4	2	5	-1	CC(C1CCN(Cc2nc(C3CC3)no2)CC1)N1CCOCC1 (configuration not stated)
-1	4	3	-1	-1	9	9	1	-10	14	CCCCC#Cc1ccccc1CC(=O)Nc1ccccc1
4	3	-12	4	-3	16	6	-2	-7	-4	Cc1cc(C)nc(NC(=O)c2cccc(Cl)c2)n1
6	7	-6	-12	1	-6	-1	0	-14	10	Cc1ccccc1CCN(C(=O)c1csnn1)C(C(=O)NC1CCCC1)c1ccncc1 (configuration not stated)
-2	-2	-5	-3	-1	-9	-2	6	-20	-1	COc1cc2c(cc1NC(=O)COC(=O)/C=C/c1ccc([N+](=O)[O-])cc1)oc1ccccc12
-4	5	3	1	-2	-11	2	-6	-16	-1	COc1ccc(Cl)cc1NC(=O)CN(C)C(=O)c1ccc2c(c1)OCCO2
-7	1	1	1	-5	0	1	1	2	-12	O=C(NC1CCCC1)C1c2ccccc2OCC(=O)N1CCCN1CCOCC1 (configuration not stated)
4	-5	-7	-5	2	-15	3	3	-5	3	CC(C(=O)NC(c1ccccc1)c1ccccc1)N1CCOCC1 (configuration not stated)
10	-2	-1	-3	0	-2	7	-6	-4	5	CC(Sc1ncnc2ccccc12)C(=O)Nc1ccc2c(c1)OCO2 (configuration not stated)
1	1	-1	-8	-4	-7	6	1	0	-16	COc1ccc(OC)c(C2=NOC(C(=O)NCc3ccco3)C2)c1 (configuration not stated)
1	3	-13	2	-2	-5	4	2	3	-13	COc1cccc(N(CC(=O)Nc2cccc(N(C)S(C)(=O)=O)c2)S(C)(=O)=O)c1
11	5	-2	2	1	-7	-7	5	-11	11	COCCNC(=O)/C(C#N)=C\c1ccc(CNC(=O)C(=O)Nc2ccc(C)c(C)c2)o1
5	-4	-6	-3	-2	-2	0	-2	1	3	CCc1c(O)nc(SCC(=O)Nc2ccccc2OC)[nH]c1=O
11	0	-6	1	6	-9	0	-1	6	3	COc1ccc(S(=O)(=O)N2c3ccccc3OCC2C(C)(C)C)cc1 (configuration not stated)
-4	-4	-4	-21	2	-16	-1	-5	5	10	O=C1Cc2ccccc2C(=O)N1c1ccc(F)cc1Cl
-1	0	1	2	-3	-10	-1	4	-3	6	O=C(Nc1ccc(OCC(=O)N2CCOCC2)cc1)Nc1cccc(Cl)c1
x	0	-1	-1	5	3	6	3	x	1	O=C(CCc1ccccc1-c1ccccc1CCNC(=O)COCc1ccccc1)NCc1ccccc1
3	2	3	1	-2	-3	1	5	16	-4	CN1C(=O)NC(NC(=O)c2ccncc2)(C(F)(F)F)C1=O (configuration not stated)
-8	1	9	0	-1	-12	-4	-2	4	-4	COc1ccc(Cl)cc1CC=NNC(=O)c1ccncc1
-1	1	-5	2	-2	11	-4	2	-14	-5	CCN(C[C@H]1N[C@@](C)(C(=O)OC)[C@H]2C(=O)N(C)C(=O)[C@@H]12)C(=O)Nc1ccc(C)cc1
8	-1	-7	-2	-4	-17	-6	1	2	-6	CCc1cccc(C)c1NS(=O)(=O)c1cc(Br)cnc1N
13	5	-12	2	11*	2	0	1	12	21*	Cc1cc(C)cc(NC(=O)C(OC(=O)c2cccs2)c2ccccc2)c1 (configuration not stated)
3	1	1	-5	0	-3	-2	4	2	3	OCCN1CCN(c2nnc(-c3ccccc3)c3ccccc23)CC1
-1	-2	-1	-3	0	15	-2	1	3	1	Cc1ccc(OCC(=O)NCCCNC(=O)c2ccccn2)cc1C
9	-1	4	2	2	3	-1	2	-10	7	Cc1ccc(O)c(C(=O)c2cnn(-c3ccc(S(=O)(=O)N4CCOCC4)cc3[N+](=O)[O-])c2)c1
x	-8	-7	0	-1	7	-3	-2	x	5	O=C(Nc1ccc(F)cc1)OCc1cn(Cc2ccccc2Cl)nn1
-10	2	-4	1	0	5	0	-1	2	2	CCOc1ccccc1NC(=O)c1cc(SC)ccc1Cl
1	-1	-3	-3	-3	-4	-3	-1	5	5	CCC1(c2cccc(Cl)c2)NC(=O)N(Cc2cc(C(=O)OC)c(C)o2)C1=O (configuration not stated)
18	-1	36*	-77	-3	7	-8	-59	-6	-8	CC(=O)Oc1cc(C)c(Cl)c2c(OC(C)=O)cc(C(C)=O)c(O)c12
1	1	1	-11	-7	10	0	-1	-4	-8	Cc1ccc(/C=C/C(=O)OCn2nnc3ccccc3c2=O)o1
-6	-11	6	-54	1	-16	-6	-39	11	-10	O=C1Cn2c(nc3ccccc32)-c2ccccc2N1
-3	0	-2	-38	-3	-5	7	-28	-1	-16	NC(COCc1ccccc1)c1csc(Nc2cc(NCCCO)ncn2)n1 (configuration not stated)
6	3	x	-44	-41	-9	-5	-36	7	-159	CCOc1ccc(S(=O)(=O)NCc2ccc(Cl)cc2)c2cccnc12
7	8	0	-4	-1	-1	6	-2	-5	1	COc1ccc(CNC(=O)COC(=O)/C=C/c2cccc(Br)c2)cc1OC
-3	-4	1	-1	2	-6	-6	3	10	2	CC1CC(C)(C)CC2(C1)NC(=O)N(CC(=O)N(Cc1ccccc1)c1ccccc1)C2=O (configuration not stated)
-8	0	-4	-10	0	-3	-4	0	-7	-5	O=C(CNC(=O)c1ccc(Cl)cc1)OCn1nnc2ccccc2c1=O
-5	-10	2	-1	4	15	1	-3	13	2	O=C(CCC(=O)N1CCN(c2ccc(F)cc2)CC1)N1CCN(c2ccc(F)cc2)CC1
-1	2	3	-3	6	-3	2	1	-7	-1	Cc1ccc(C(=O)NCCC2=CCCCC2)cc1S(=O)(=O)N1CCOCC1
7	-5	6	1	-2	-1	8	5	-15	5	CC(NC(=O)COC(=O)Cc1ccsc1)c1ccccc1 (configuration not stated)
1	3	-11	3	-1	0	-3	0	0	1	CCOC(=O)C1CCN(CC(O)COc2ccc(C(C)(C)C)cc2)CC1 (configuration not stated)
0	3	10	0	5	6	-11	8	-7	3	CCCCc1ccc(NC(=O)CSCc2cc(=O)[nH][nH]2)cc1
8	-8	4	3	2	-9	1	-1	-1	1	COC(=O)c1sc(N)c(C(=O)OC)c1COC(=O)CNS(=O)(=O)c1cccc(C#N)c1
-3	-1	3	-1	-2	8	-6	0	0	-5	CCCNC(=O)c1ccccc1NC(=O)CN(c1ccccc1)S(=O)(=O)N(C)C
4	-1	-1	-113	-31	2	5	-82	-10	-90	CCCc1cc(-n2ccnc2C)n2c(nc3ccccc32)c1C#N
1	8	4	-1	-1	0	5	0	10	-2	CCN(CC)CC#CC(OC)(c1ccccc1)c1ccccc1
15	-2	-3	1	-2	2	-7	1	6	-3	CS(=O)(=O)N(CC(=O)NC1CCCC1)c1ccc(Oc2ccccc2)cc1
-10	6	1	3	1	-3	-2	4	15	7	O=C(CCC1CCCN(Cc2ccc3c(c2)OCCO3)C1)NCc1ccc(F)c(F)c1 (configuration not stated)

Single records, as listed above:
`CCc1cccc(C)c1NS(=O)(=O)c1cc(Br)cnc1N` as listed: ARFGAP1 inh = 8; Tn7 DDE FP = -1; SIAE primary = -7; PLC-beta3 inh = -2; ADAM17 inh = -4; TDP2 absorb = -17; DDE Tn6 FP inh = -6; PLC-gamma1 inh = 1; ASAP1 inh = 2; ADAM10 inh = -6
`CCCNC(=O)c1ccccc1NC(=O)CN(c1ccccc1)S(=O)(=O)N(C)C` as listed: ARFGAP1 inh = -3; Tn7 DDE FP = -1; SIAE primary = 3; PLC-beta3 inh = -1; ADAM17 inh = -2; TDP2 absorb = 8; DDE Tn6 FP inh = -6; PLC-gamma1 inh = 0; ASAP1 inh = 0; ADAM10 inh = -5

More results
ARFGAP1 inh	Tn7 DDE FP	SIAE primary	PLC-beta3 inh	ADAM17 inh	TDP2 absorb	DDE Tn6 FP inh	PLC-gamma1 inh	ASAP1 inh	ADAM10 inh	canonical_smiles
10	5	3	4	5	-11	2	-1	10	7	O=C(CN1C(=O)NC(c2ccccc2)(c2ccccc2)C1=O)NCCc1ccc(F)cc1
9	1	0	3	1	5	4	2	2	-1	O=C(NCC1CCCN(Cc2ccc3nonc3c2)C1)c1ccc(F)cc1 (configuration not stated)
23	-3	12	-216	-45	-11	-13	-161	16	-140	CC(C)Cc1ccc(-c2cc3nc(NCCCn4ccnc4)ccn3n2)cc1
2	-1	4	-1	-3	4	-7	-1	-10	-5	CO/N=C/c1cccn1-c1nccc(N(C)C)c1C#N
-1	-2	9	8	2	-6	-10	5	-6	5	O=C(c1c[nH]c(C(=O)C(Cl)(Cl)Cl)c1)c1ccccc1Cl

Compound activity: PubChem BioAssay, The Scripps Research Institute Molecular Screening Center
